Screening data from PubChem BioAssay.
TR-FRET SRC-2 ct = TR-FRET artefact, counter-screen to PPARgamma/SRC-2 agonist assay. TR-FRET ratio at 8 µM. hits give high values. AID 1049. 200,000 compounds, 0.4% hits; in the data active = TR-FRET ratio above about 2000; note: inactives centre near 1500; reference of the scale not given here
S1P3 antagonist = antagonists of human S1P3 receptor; inhibition, % at 4.98 µM; CHO S1P3 NFAT-BLA reporter, FRET fluorescence, antagonist mode; 170,000 compounds, 0.27% hits; Q99500; AID 485;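 active = inhibition above the plate cutoff, the mean inhibition of test wells on that plate plus 3 SD, cut at about 28% in these data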;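 note: cells challenged with S1P at its EC80 of 0.8 µM; blue over green emission ratio from cleaved BLA substrate after 4 h stimulation; 0% = S1P-stimulated wells and 100% = unstimulated DMSO-only wells; some compounds past the cut are filed as inactive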
PPARg SRC-3 ag = PPARgamma-driven SRC-3 recruitment agonism; biochemical PPARgamma/SRC-3 coactivator recruitment assay; P37231; AID 731; activation, % at 8 µM; 200,000 compounds, 0.26% hits; in the data active = activation above about 23%;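 note: 0% = DMSO and 100% = reference agonist; some compounds past the cut are filed as inactive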
Target sequence (P37231 whole entry, looked up): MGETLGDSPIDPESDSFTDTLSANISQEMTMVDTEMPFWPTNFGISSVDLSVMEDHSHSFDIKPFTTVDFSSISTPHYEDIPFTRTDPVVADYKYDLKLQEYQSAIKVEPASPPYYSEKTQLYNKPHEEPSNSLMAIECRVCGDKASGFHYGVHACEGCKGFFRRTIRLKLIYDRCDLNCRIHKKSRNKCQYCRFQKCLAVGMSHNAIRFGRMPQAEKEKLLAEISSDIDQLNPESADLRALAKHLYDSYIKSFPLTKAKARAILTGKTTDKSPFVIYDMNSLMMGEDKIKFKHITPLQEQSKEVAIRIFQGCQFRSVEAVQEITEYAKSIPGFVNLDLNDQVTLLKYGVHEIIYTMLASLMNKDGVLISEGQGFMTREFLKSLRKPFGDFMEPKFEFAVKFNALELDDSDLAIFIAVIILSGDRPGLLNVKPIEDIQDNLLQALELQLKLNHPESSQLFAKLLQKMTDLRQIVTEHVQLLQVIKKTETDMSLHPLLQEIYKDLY
Redox H2O2 prof = compounds producing H2O2 with reducing agent – biochemical, NIH compound library profiling, artefact control for MLSCN library redox annotation, primary screen. DTT-dependent redox cycling H2O2, phenol red/HRP absorbance; 100% = 100 µM peroxide control, 0% = buffer. activation, % at 10 µM. 200,000 compounds, 0.03% hits. AID 878;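 active = activation of at least 50% relative to the plate's high and low controls in the primary single-dose screen; inactive = activation below 50%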;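 note: compound incubated with DTT at 0.8 mM final as the reducing agent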
ROMK primary = human ROMK K+ channel modulation, primary screen. P48048. Tet-inducible ROMK, thallium flux fluorescence; actives lie on both sides. B-score at 10 µM. 130,000 compounds, 2% hits. AID 1918;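 active = signal ratio slope over the read window, or its plate-corrected B-score, at least 3 SD from the plate mean, either direction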;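 note: B-score of the F/F0 ratio slope over 7 to 12 s after thallium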
Target sequence (P48048 whole entry, looked up): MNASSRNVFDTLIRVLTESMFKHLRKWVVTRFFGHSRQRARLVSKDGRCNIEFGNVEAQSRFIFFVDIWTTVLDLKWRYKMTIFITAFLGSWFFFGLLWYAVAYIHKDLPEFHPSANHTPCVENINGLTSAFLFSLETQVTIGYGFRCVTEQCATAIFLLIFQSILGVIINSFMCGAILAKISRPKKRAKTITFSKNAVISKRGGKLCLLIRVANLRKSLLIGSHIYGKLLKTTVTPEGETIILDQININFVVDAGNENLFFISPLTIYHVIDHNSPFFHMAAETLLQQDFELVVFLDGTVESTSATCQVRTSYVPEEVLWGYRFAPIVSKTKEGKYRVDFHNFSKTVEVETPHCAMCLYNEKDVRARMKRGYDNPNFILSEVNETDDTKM
Lmaj promast = reduces viability of Leishmania major promastigotes | 200,000 compounds, 9% hits | resazurin fluorescence viability | inhibition, % at 10 µM | AID 1063; in the data active = inhibition above about 50%;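 note: promastigotes grown with compound for 44 hours at 28 °C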
RAM inhibit = yeast RAM network inhibition | S. cerevisiae dse1pr::URA3 reporter, 5-FOA growth OD615, 2 d; analog-sensitive cbk1-as2 kinase mutant strain | 190,000 compounds, 1.8% hits | inhibition, % at 50 µM | AID 868;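 active = inhibition above a set limit, 3 SD over mean compound inhibition, cut at about 8.4% in these data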;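 note: 0% = DMSO-only wells with no growth and 100% = 10 µM 1-NA-PP1 full growth; inhibition rescues growth on 5-FOA so higher OD means more RAM inhibition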
PPARg SRC1 recr = promotes SRC-1 coactivator recruitment by human PPARgamma. P37231. PPARgamma-SRC-1 coactivator recruitment biochemical assay. activation, % at 8 µM. 200,000 compounds, 0.41% hits; in the data active = activation above about 19%;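 note: 0% = DMSO and 100% = reference agonist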
PPARg SRC2 recr = PPARgamma-driven SRC-2 recruitment agonism; activation, % at 8 µM; 200,000 compounds, 0.34% hits; PPARgamma LBD-SRC-2 recruitment, biochemical; AID 1032; P37231; in the data active = activation above about 22%;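 note: 0% = vehicle and 100% = reference agonist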
bIAP inhibitor = blocks bovine intestinal alkaline phosphatase activity. purified bovine IAP, CDP-star luminescence, 30 min. inhibition, % at 20 µM. 190,000 tested, under 10 active. AID 1019;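 active = over 50% inhibition of intestinal alkaline phosphatase at 20 µM in the single-dose screen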
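System: Purified bovine intestinal alkaline phosphatase (IAP) enzyme | Input: IAP diluted 1/65,000,000 in the well | Also added: CDP-star chemiluminescent phosphatase substrate, 30 µM final | Dosing: 20 µM single dose | Times: Enzyme reaction for 30 min at room temperature | Detection: Luminescence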
HMGR II inh = blocks class II HMG-CoA reductase of Enterococcus faecalis; purified E. faecalis HMGR, NADPH absorbance 340 nm kinetic; inhibition, % at 10 µM; 190,000 compounds, 0.41% hits; AID 1066;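 active = inhibition above a set limit, the median over all tested compounds plus 3 SD, cut at about 9.5% in these data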;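 note: enzyme runs in reverse so mevalonate oxidation gives rising NADPH absorbance; 0% = complete reaction with DMSO and 100% = background rate lacking mevalonate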
* = called active by the depositor; / = no result given.

Every second line gives: TR-FRET SRC-2 ct, S1P3 antagonist, PPARg SRC-3 ag, Redox H2O2 prof, ROMK primary, Lmaj promast, RAM inhibit, PPARg SRC1 recr, PPARg SRC2 recr, bIAP inhibitor, HMGR II inh
> CCOc1ccc2nc(/N=C/c3c(C)[nH]n(-c4ccccc4)c3=O)sc2c1
 : 1438, -2.8, 0.7, 0.1, 2.6*, 4.7, 1.8, 6.8, -2.5, 2.1, 7.3
> Cc1cc(OCCCCN2C(=O)NC(C)(C)C2=O)cc(C)c1Cl
 : 1517, /, 4.0, -0.3, -0.0963, 4.1, -1.1, 4.7, -2.4, 1.6, -1.9
> S=c1nc(-c2ccco2)[nH][nH]1
 : 1554, /, 5.2, 0.1, -0.186, -6.9, 0.3, -2.2, 6.8, 4.3, -0.6
> Cc1nn(-c2cc(N3CCCCC3)ccc2N)c(=O)c2ccccc12
 : 1665, -17.0, -2.4, 4.0, 0.16, -4.4, -1.4, 2.3, 8.2, 4.4, -2.6
> COc1ccccc1N(CC(=O)NC(C)(C)C)S(=O)(=O)c1cccs1
 : 1612, -3.2, 0.1, 0.0, 0.0399, 46.9, -0.4, -5.5, -7.7, -8.7, -1.4
> CSc1nc(C)c(CCOC(=O)c2ccccc2)c(=O)[nH]1
 : 1483, /, -4.9, 1.3, /, -4.0, 4.4, -7.5, -5.6, -13.0, -0.8
> CC(=O)c1ccc(NC(=O)C(C)Nc2ccc(Cl)cc2)cc1 (centres undefined)
 : 1407, 1.6, 4.0, -0.5, 0.0872, 7.5, -0.5, 2.5, 3.8, -12.4, -0.3
> Cc1ccc(CNC(=O)C2CC(=O)N(C3CCCCCC3)C2)cc1 (centres undefined)
 : 1381, 6.0, -1.9, -0.6, -0.258, 24.8, 0.4, -10.6, -9.6, -25.9, -2.9
> Cc1ccc2oc(-c3ccc(C)c(NC(=O)Cc4cccs4)c3)nc2c1
 : 1751, /, 14.5, -7.0, -0.0333, -4.3, 4.6, 3.9, 14.7, -5.6, -2.9
> CCOC(=O)c1nc(S(C)(=O)=O)ncc1N1CCOCC1
 : 1392, -7.1, -6.2, -0.5, 0.463, -7.3, 1.2, -4.2, 7.0, 7.6, 0.6
> C=CCN(C(=O)CNC(=O)c1ccco1)C(C(=O)NC1CCCC1)c1cccs1 (centres undefined)
 : 1537, -7.8, -0.1, -0.4, -0.202, 3.4, -0.9, -6.5, -10.2, 3.6, -1.9
> Cc1nnsc1SCC(=O)O
 : 1547, /, -0.1, 2.7, /, -4.2, 2.0, -8.6, 6.7, -4.4, -0.8
> COC(=O)c1ccccc1NC(=O)CN1CCC(C(=O)c2ccc3c(c2)OCCO3)CC1
 : 1719, -6.7, 7.6, 1.6, -0.574, 14.3, 2.1, 1.5, 6.3, -3.2, 3.3
> C=CC(=C)CC(NC)c1ccccc1 (centres undefined)
 : 1612, 2.6, 1.1, 0.0, /, 41.8, 0.1, 3.0, -4.4, 4.4, 0.8
> Nc1n[nH]c(N)c1N=Nc1ccc(Cl)cc1Cl
 : 1538, -11.4, 8.4, -0.5, -0.366, 4.6, -0.3, 1.5, 10.0, 44.1, -1.9
> COc1cc2c(cc1OC)C(C)N(C(=O)c1ccc(Br)o1)CC2 (centres undefined)
 : 1410, -3.8, -0.5, 0.1, /, 6.3, 0.2, 0.5, -12.4, 7.2, -1.3
> Cc1cccc2sc(NNC(=O)c3cc(-c4cccs4)nc4ccccc34)nc12
 : 1495, -6.2, 1.7, 2.0, -1.17, -8.3, 3.2, -3.2, -9.1, 9.1, -6.7
> COC(=O)c1ccc2c(=O)n(CCCCCC(=O)NC(C)C)c(=O)[nH]c2c1
 : 1415, -22.5, -0.1, -1.5, /, 1.4, 1.3, -4.3, -3.4, -3.4, -4.1
> O=c1c2c(nc3cc(-c4ccccc4)[nH]n13)CCS2
 : 1523, /, 5.7, 18.8, /, -1.9, 3.9, 11.3, 3.5, -1.5, -2.6
> Cc1csc(SCC(=O)N(C)CC(=O)Nc2ccc(F)cc2)n1
 : 1540, -9.6, 5.9, 0.0, -0.495, 16.1, 1.0, 9.1, -1.4, -2.1, -12.6
> O=C(Cc1cccs1)NNC(=S)NCc1ccco1
 : 1737, -12.7, 4.5, 0.1, -9.36*, 2.7, -1.0, 14.4, 7.7, -8.2, 4.8
> O=C(c1ccco1)N(Cc1ccccc1)c1cccc([N+](=O)[O-])c1
 : 1556, 5.5, 8.1, -0.3, -1.17, 20.8, 1.2, 0.0, 1.6, 5.4, -0.4
> COC(=O)c1sc2ncccc2c1OCc1ccccc1Cl
 : 1475, /, 4.5, 2.4, /, -0.3, 4.5, 6.7, 3.6, 15.5, -2.7
> CCN1CCc2c(C#N)c(N3CCOCC3)nc(NCCO)c2C1
 : 1592, /, 8.7, -3.6, /, 6.9, 0.5, 0.5, 11.7, 4.3, 1.5
> CN(C)CCCOc1cccc(Oc2ccccc2)c1
 : 1287, -8.2, -1.7, -0.6, -1.51, 99.1*, -0.1, 1.4, 9.8, 3.9, -3.0
> O=C(COC(=O)c1ccc(=O)n(Cc2ccccc2)n1)Nc1ccc2c(c1)OCCO2
 : 1618, -0.6, -1.9, 0.0, -0.155, -1.4, 6.3, 4.5, 0.3, 1.8, -5.5
> COc1ccc(NC(=O)CSc2nccn2-c2cccc(OC)c2)cc1
 : 1409, -12.0, -0.2, 1.5, -2.79, 2.5, -2.1, -2.8, -4.4, 14.3, 2.8
> COc1ccc(/C(O)=C2/C(=O)C(=O)N(CCN(C)C)C2c2ccccc2)cc1Cl (centres undefined)
 : 1863, 0.3, 7.8, 1.1, /, -4.6, 0.6, 9.8, 6.5, -8.1, -4.4
> Cc1ccc2oc(=O)n(CCOc3ccccc3Cl)c2c1
 : 1404, 0.5, 3.9, -0.6, /, -3.1, 2.3, -11.8, 4.7, 18.6, 0.2
> O=C(NC1CCCC1)C(c1ccc(O)cc1)N(CC1CCCO1)C(=O)C1COc2ccccc2O1 (centres undefined)
 : 1495, 9.3, 0.0, 1.8, -1.99, 43.5, 1.8, 5.0, 4.5, -2.4, 1.4
> COc1ccc([N+](=O)[O-])cc1NC(=O)C(C)Sc1ccccc1 (centres undefined)
 : 1534, 21.4, 3.8, -0.1, -1.4, -1.5, 1.6, 1.3, 5.9, 25.6, 1.1
> CCC(=O)N(CC)c1nc(-c2ccc(OC)cc2)cs1
 : 1457, -20.8, -5.6, 2.2, /, -1.1, 3.4, -4.8, -10.7, 8.8, -3.9
> Cc1cccc(C(=O)O/N=C(\N)Cc2ccc([N+](=O)[O-])cc2)c1
 : 1371, /, -0.9, 0.2, -1.38, 33.1, -1.5, -3.2, -4.3, 37.8, -6.6
> Cc1ccc(-c2cc(C#N)c(=O)n(Cc3c(Cl)cccc3Cl)c2)cc1
 : 1640, /, 17.1, 1.7, /, -3.4, 4.8, 6.4, 11.8, 5.6, -1.8
> COc1cc(/C=C(\C#N)c2nc3ccccc3[nH]2)cc(Br)c1OCc1ccccc1
 : 1596, 6.1, 0.1, 0.6, /, 47.7, 2.5, 3.5, -1.0, 15.7, -5.0
> N#CC(Cc1ccccc1OC(F)F)c1nc2ccccc2[nH]1 (centres undefined)
 : 1563, -3.4, -1.9, -0.1, -0.27, -3.2, 2.4, -1.7, 5.2, -2.1, -1.0
> COC(=O)Cc1c(C)nc2nc(NCc3c(F)cccc3Cl)[nH]n2c1=O
 : 1548, -9.6, 4.0, 0.5, /, -11.8, 0.6, 5.8, 4.9, 4.0, -4.7
> O=C(NC1CCN(Cc2ccccc2)CC1)C1CCN(S(=O)(=O)c2cccc3nsnc23)CC1
 : 1485, -61.2, -14.9, 1.0, /, 24.8, 0.8, 4.5, -13.3, -1.8, -2.0
> COc1ccc(-c2cc(=O)n(-c3ccc([N+](=O)[O-])cc3)[nH]2)cc1
 : 1394, -7.4, 4.0, 1.4, /, -6.6, 3.2, -1.9, 0.5, 7.2, 3.4
> CCC(=O)NC(=S)Nc1ccc(NC(=O)c2ccc(Br)o2)cc1
 : 1551, 0.4, 9.3, 3.7, -0.216, 6.6, 2.8, 7.9, 12.7, 5.0, -8.6
> C#Cc1ccc([C@H]2C=C(C(=O)NCc3ccccc3)O[C@@H](OCC)[C@@H]2CCCO)cc1
 : 1390, 2.8, -6.6, 8.5, /, 13.9, 2.9, -16.0, -5.6, -10.9, -2.5
> NNc1ccc(Cc2ccc(Cl)cc2Cl)nn1
 : 1500, -0.4, -4.0, -0.1, -0.146, 91.0*, 0.1, -4.5, -2.1, 3.3, -0.9

Profiles, quoted from the list. Screens in order: TR-FRET SRC-2 ct | S1P3 antagonist | PPARg SRC-3 ag | Redox H2O2 prof | ROMK primary | Lmaj promast | RAM inhibit | PPARg SRC1 recr | PPARg SRC2 recr | bIAP inhibitor | HMGR II inh
COc1cc2c(cc1OC)C(C)N(C(=O)c1ccc(Br)o1)CC2 (centres undefined) in the list: 1410 | -3.8 | -0.5 | 0.1 | / | 6.3 | 0.2 | 0.5 | -12.4 | 7.2 | -1.3
CSc1nc(C)c(CCOC(=O)c2ccccc2)c(=O)[nH]1 in the list: 1483 | / | -4.9 | 1.3 | / | -4.0 | 4.4 | -7.5 | -5.6 | -13.0 | -0.8
C=CCN(C(=O)CNC(=O)c1ccco1)C(C(=O)NC1CCCC1)c1cccs1 (centres undefined) in the list: 1537 | -7.8 | -0.1 | -0.4 | -0.202 | 3.4 | -0.9 | -6.5 | -10.2 | 3.6 | -1.9
COC(=O)c1ccccc1NC(=O)CN1CCC(C(=O)c2ccc3c(c2)OCCO3)CC1 in the list: 1719 | -6.7 | 7.6 | 1.6 | -0.574 | 14.3 | 2.1 | 1.5 | 6.3 | -3.2 | 3.3
Cc1ccc(CNC(=O)C2CC(=O)N(C3CCCCCC3)C2)cc1 (centres undefined) in the list: 1381 | 6.0 | -1.9 | -0.6 | -0.258 | 24.8 | 0.4 | -10.6 | -9.6 | -25.9 | -2.9
